# Compound activity from PubChem BioAssay.
# p53ts 32C tox – qHTS Screen for Compounds that Selectively Target Cancer Cells with p53 Mutations: Cytotoxicity of p53ts Cells at the Permissive Temperature. H1299-p53A138V at 32C, ATP luminescence viability, 24 h. actives 0.93% (n = 130,000). AID 924, 2007. Potency, µM (series often up to 46.1 µM), inactives show top-dose activity change, negative = cytotoxicity, actives largely listed as cytotoxic;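 further: 0% = DMSO and -100% = full killing by reference compound; nearly all actives have a fitted effect of over 55% in size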
#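 ATP-content luminescence (ATPlite) read-out after 24 h compound exposure at 32C in H1299-p53A138V cells (600/well). Tested up to 46 uM. Normalized to DMSO (0%) and 100 uM tamoxifen (100% killing); Hill-fit AC50.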
# p53ts 39C tox – qHTS Screen for Compounds that Selectively Target Cancer Cells with p53 Mutations: Cytotoxicity of p53ts Cells at the Nonpermissive Temperature; H1299-p53A138V viability at 39C, ATP luminescence, 24 h; Potency, µM (series often up to 46.1 µM), for inactives: at the highest dose activity change, negative = cell killing, actives largely listed as cytotoxic; actives 1.5% (n = 130,000); further: nearly all actives have a fitted effect of over 55% in size
# IkB signaling – IkB Signaling; ABC-DLBCL IkBa-CBG/CBR dual luciferase ratio, 4 h; response scale: scaled: untreated 0%, proteasome inhibitor 100%; Potency, µM (top dose mostly 57.1 µM), for the others: at the top dose IkBa stabilization activation; actives 0.04% (n = 110,000); active means well fitted curve in the direction sought with a large enough effect in the signal ratio, not every such curve was filed as active; inconclusive means small, poorly fitted or top-dose-only effect, or a change in a side signal; the % refers to the signal ratio;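 further: the direction sought is a rising ratio; 0% = basal untreated cells and 100% = reference inhibitor full response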
#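 In this assay, an IκBα–CBG68 fusion accumulates when IKK-driven degradation is blocked; native CBR normalizes for cell number. OCI-Ly3 cells were treated 4 h with compound and doxycycline, then green and red light read after Chroma-Glo addition.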
# Peg3 imprint – qHTS Assay for Compounds that Induce Erasure of Genomic Imprints; mouse ES Peg3-LacZ reporter, beta-gal luminescence, 40 h; Potency, µM (highest dose often 60.7 µM), inactives show at the top dose activity change, positive = activation, hits mostly activators; actives 0.02% (n = 110,000);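 further: 0% = negative control wells on the plate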
#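 Readout: BetaGlo luminescence (5 min, room temp) for LacZ from the normally silent maternal Peg3 allele in female Peg3LacZ-Neo ES cells. Cells 300/well, 40 h, 37C, 5% CO2. Data normalized per plate to negative controls.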
# Numbers without * were called inactive; ? = inconclusive; nt = no result given; [ ] = dose if it differs, or a comment. Unless noted, the call rests on the fitted dose curve; in most records, active means well fitted curve in the direction sought with a large enough effect; inconclusive means small, poorly fitted or top-dose-only effect, or another doubt; inactive means no such curve, though single readings can be large; an effect the other way counts as inactive or inconclusive. Unless noted, on the % scale 0 is the no-effect control and ±100 the full control effect; potency means the concentration at half of the fitted maximal effect.
mol,p53ts 39C tox,IkB signaling,p53ts 32C tox,Peg3 imprint
O=C1CC(C(=O)N2CCOCC2)C2(CCCC2)O1 (stereo unspecified),6%,-1.5%,5%,-2%
Cc1nc2c(c(C)nn2C(C)(C)C)c(C)c1CCC(=O)Nc1ccc(F)cc1,-25%,0.2%,-5%,-7%[10.9 µM]
CCN(CC)S(=O)(=O)c1ccc(S(=O)(=O)Nc2cc3c(cc2C(C)=O)OCO3)cc1,4%,1.4%,-2%,-12%
CCCCN(CCCNc1ncnc2nc[nH]c12)c1ccccc1,-27%,0.0%,?,-14%
O=C(NCc1ccc2c(c1)OCO2)c1cccc(N2CCCC2=O)c1,-8%,0.5%,5%,-8%
N#Cc1ccc(NC(=O)C2Cc3ccccc3CN2S(=O)(=O)c2ccc(F)cc2)cc1 (stereo unspecified),-27%,?,0%,-16%[10.9 µM]
CCCc1c(C)c2ccc(O)c(CN3CCN(c4ccc(F)cc4)CC3)c2oc1=O,19%,-2.3%,-3%,-7%[10.9 µM]
COc1ccc(-c2noc(C3CCCN(C(=O)c4ccccc4OC)C3)n2)cc1OC (stereo unspecified),-19%,?,-15%,-45%[inhibitor]
CCN(CCNC(=O)Cn1cc2c(n1)CCCC2)c1ccccc1,2%,0.4%,3%,-14%
CCN1C(=O)CC(N2CCC(Cc3ccccc3)CC2)C1=O (stereo unspecified),-12%,2.0%,-4%,-44%[inhibitor]
COc1cc(OC)cc(C(=O)Nc2nc(-c3nnn(-c4ccc(F)c(Cl)c4)c3C)ns2)c1,-23%,-3.8%,?,6%[10.9 µM]
O=C(Nc1ccc(Cl)cc1)N(Cc1nnc2n1CCCCC2)c1ccccc1,2%,0.0%,-4%,-6%
CCc1ccc(N2CCn3c2nc2c3c(=O)n(Cc3ccc(F)cc3)c(=O)n2C)cc1,-23%,?,-12%,-16%[10.9 µM]
CC(=O)Nc1ccc(-c2cc(C(=O)O)c3cc4ccccc4cc3n2)cc1,?,3.0%[11.4 µM],-29%[9.22 µM],-17%[10.9 µM]
c1ccc(CNc2ccnc(-c3ccc4c(c3)OCO4)n2)cc1,?,1.4%[11.4 µM],?,-15%
COc1ccccc1NC(=O)CSc1nnc(-c2nonc2NC(C)=O)n1-c1ccccc1,-4%,?,-1%,-11%[10.9 µM]
O=C(CN1C(=O)NC(Cc2ccccc2)C1=O)NC(=O)NC1CCCCC1 (stereo unspecified),5%,1.9%,9%,-11%
Cc1ccc(S(=O)(=O)Cn2nnnc2C(C(C)C)N2CCc3ccccc3C2)cc1 (stereo unspecified),-17%,7.7%,-5%,-6%
Cc1nc(-c2cccc(S(=O)(=O)N3CCC(C(=O)NCc4ccccc4)CC3)c2)no1,-2%,0.5%,11%,7%[10.9 µM]
CCOC(=O)C1=C(C)Nc2nc3ccccc3n2C1c1ccncc1 (stereo unspecified),22%,5.4%,13%,1%

# Single records (already shown). Order of values: p53ts 39C tox | IkB signaling | p53ts 32C tox | Peg3 imprint
# `COc1ccc(-c2noc(C3CCCN(C(=O)c4ccccc4OC)C3)n2)cc1OC` (stereo unspecified) in the list: -19% | ? | -15% | -45%[inhibitor]
# `Cc1nc2c(c(C)nn2C(C)(C)C)c(C)c1CCC(=O)Nc1ccc(F)cc1` in the list: -25% | 0.2% | -5% | -7%[10.9 µM]

# Continuation:
mol,p53ts 39C tox,IkB signaling,p53ts 32C tox,Peg3 imprint
COCc1nnc(NC(=O)c2ccc(S(=O)(=O)N3CCCCCC3)cc2)o1,?,0.0%,?,-24%
Cc1ccc(Cl)cc1N1CCN(C(c2cccnc2)c2nnnn2C2CCCCC2)CC1 (stereo unspecified),-18%,3.5%,6%,-4%
N#CCCn1c(=O)c(-c2cccc(C#N)c2)nc2cnc(Oc3ccccc3)nc21,2%,2.4%[11.4 µM],9%,nt
Cc1ccc(CNS(=O)(=O)c2ccc3c(c2)CCN3S(C)(=O)=O)cc1,-19%,-1.4%,6%,?
CC(C)C(C(=O)Nc1ccc(N2CCOCC2)cc1)N1C(=O)c2ccccc2C1=O (stereo unspecified),-2%,0.4%,1%,3%
COc1ccc(OC)c(NC(=O)CSc2nnnn2-c2ccc3c(c2)OCO3)c1,?,?,?,-14%
N#Cc1cccc(NC(=O)N2CCCC3(CCN(C(=O)c4cnccn4)CC3)C2)c1,14%,1.5%[11.4 µM],-8%,nt
Cc1ccccc1OCC(=O)Nc1ccccc1N1CCOCC1,4%,-0.4%,2%,-13%
COC(=O)c1cc(NC(=O)Cn2nc(C)n3cccc3c2=O)cc(C(=O)OC)c1,-1%,?,-4%,-18%[10.9 µM]
Cc1ccc2cc(C(c3nnnn3CC3CCCO3)N3CCc4ccccc4C3)c(=O)[nH]c2c1 (stereo unspecified),-7%,-0.3%,12%,-15%
Cn1ccc(O)c(C#N)c1=O,1%,-1.0%[11.4 µM],5%,-3%
CN(C)c1nc2c(c(=O)[nH]c(=O)n2C)n1Cc1ccc(F)cc1,-12%,3.0%,3%,-18%
CCC(Sc1nc2cc(OC)c(OC)cc2c(=O)n1CCc1ccc(Cl)cc1)C(=O)NCCOC (stereo unspecified),7%,0.5%,-1%,7%[10.9 µM]
Cc1ccc(NC(=O)c2nc(S(C)(=O)=O)ncc2N(Cc2ccco2)Cc2ccco2)cc1C,2%,?,10%,-17%[10.9 µM]
CCOC(=O)c1c(C)[nH]c(C)c1C(=O)CSc1nnc(-c2cc(OC)c(OC)c(OC)c2)o1,-2%,-2.1%,-7%,-10%
CN(C)/C=N/c1sc2c(c1C#N)CC(C)(C)NC2(C)C,7%,nt,3%,nt
COCCc1nn2c(=O)cc(COC(=O)c3ccccc3C)nc2s1,9%,64%,-4%,-6%[10.9 µM]
C=CC[C@@H]1C=C[C@@H](O/N=C(/C)CCC(=O)OC[C@@H]2O[C@H](C#Cc3ccccc3)C=C[C@@H]2Oc2ccc(C)cc2)[C@@H](CO)O1,-1%[9.22 µM],nt,1%[9.22 µM],nt
Cc1ccc(OCc2nc(C#N)c(NCCc3ccccc3)o2)cc1,0%,-6.0%,0%,-7%[10.9 µM]
Cc1ccc(C(=O)NCCSc2c(C)[nH]c3ccccc23)cc1C,-24%,?,20%,-7%[10.9 µM]
CCCN(C(=O)CCc1nc(-c2ccc(OC)cc2)no1)c1ccccc1F,-13%,?,-4%,-6%[10.9 µM]
O=C(NC1CCSC1=O)c1cccc(C(=O)NC2CCSC2=O)c1 (stereo unspecified),6%,-0.7%,0%,4%
O=C1CCCN1CCC1CCN(C2CC(=O)N(c3ccc(Cl)cc3)C2=O)CC1 (stereo unspecified),0%,-0.5%,-1%,-8%
O=C(CCC1N=C2c3ccccc3N=C(SCc3ccccc3F)N2C1=O)NCCc1ccccc1 (stereo unspecified),1%,?,13%,6%[10.9 µM]
Cn1cc(-c2cc3n(n2)CCC(=O)N3CCCC(=O)Nc2ccccc2F)c2ccccc21,-4%,1.2%,-3%,-13%[10.9 µM]
CN(C(=O)c1ccccc1C(=O)O)C1CC(C)(C)NC(C)(C)C1,1%,14%,4%,2%
COc1cc(C2c3c(oc4ccccc4c3=O)C(=O)N2c2nc(C)c(C)s2)ccc1O (stereo unspecified),14%,1.5%,6%,12%[10.9 µM]
N#CC1=C(SCC(=O)NC23CC4CC(CC(C4)C2)C3)NC(=O)C(C#N)C12CCCCC2 (stereo unspecified),20%,?,26%,-14%
Cc1cc(Cl)ccc1OCC(=O)N1C(C)CCCC1C (stereo unspecified),5%,-0.1%,4%,-20%
Cc1ccc(C)c(N2CCN(c3nc4ccc(C)cc4nc3-n3nc(C)cc3C)CC2)c1,-1%,?,-2%,1%[10.9 µM]
O=C(NCCS(=O)(=O)N1CCN(c2ccc(F)cc2)CC1)c1cccc(C(F)(F)F)c1,-28%,?,-7%,-10%[10.9 µM]
COc1cc(NC(=O)CCS(=O)(=O)c2ccc(Br)cc2)cc(OC)c1,2%,2.6%,17%,-11%[10.9 µM]
CC(C)N(Cc1nc(-c2ccc(Cl)cc2)no1)C(=O)c1ccco1,-25%,-0.1%,-6%,?
COc1ccc(CN2CCN(C(=O)c3cccs3)CC2)c(OC)c1OC,-5%,3.7%,-8%,-19%
CC(C)(C)NC(=O)Cn1ccc(=N)c2ccccc21,-1%,1.2%,9%,-9%
COc1ccc(-c2nc(CSc3nnc(C)n4c3cc3occc34)c(C)o2)cc1OC,-23%,-1.1%,-3%,-14%[10.9 µM]
CN(Cc1ccco1)C(=O)c1ccc(N2CCCC2=O)cc1,2%,-1.8%,-3%,-15%
OCc1ccnc2c(O)cccc12,?,-0.6%,-23%,-17%
Cc1cc(N2CCC3(CC2)OCCO3)n2nc(C)c(-c3ccc(Cl)cc3)c2n1,0%,2.9%,-3%,1%
CCOc1ccc(N=C2NC(=O)C(CC(=O)O)S2)cc1 (stereo unspecified),15%,nt,2%,nt

# Gathered by group, the compounds so far with a tert-butyl group (2)
mol,p53ts 39C tox,IkB signaling,p53ts 32C tox,Peg3 imprint
Cc1nc2c(c(C)nn2C(C)(C)C)c(C)c1CCC(=O)Nc1ccc(F)cc1,-25%,0.2%,-5%,-7%[10.9 µM]
CC(C)(C)NC(=O)Cn1ccc(=N)c2ccccc21,-1%,1.2%,9%,-9%

# New compounds follow
mol,p53ts 39C tox,IkB signaling,p53ts 32C tox,Peg3 imprint
O=C(C1CCN(C2CC(=O)N(c3ccc(Cl)cc3)C2=O)CC1)N1CCOCC1 (stereo unspecified),10%,3.3%,-6%,-4%
CCn1c(C(C)NC(=O)c2cccc(C)c2)nc2ccccc21 (stereo unspecified),8%,-0.2%,12%,-9%
CCCSC1=C(C#N)C(c2cc(OC)ccc2OC)CC(=O)N1 (stereo unspecified),12%,nt,19%,nt
Cc1ccc(-c2csc(-c3c(N)c(C(=O)c4ccc5c(c4)OCO5)n4ccccc34)n2)cc1C,4%,2.2%,3%,-15%[10.9 µM]
COc1ccc2cc(-c3cn4c(n3)sc3cc(F)ccc34)c(=O)oc2c1,35%[activator],1.4%,1%,-7%[10.9 µM]
O=C1NC2c3ccccc3C(=O)N2c2c1cnn2-c1ccccc1 (stereo unspecified),0%,nt,-5%,nt
CCCCOC(=O)c1ccc(NC(=O)c2ccc3c(c2)CCN3S(=O)(=O)c2ccccc2)cc1,?,1.4%,-8%,-13%[10.9 µM]
CCn1c(CNc2ccc(F)cc2)nnc1SCC(=O)Nc1ccc(OC)cc1OC,-18%,8.3%,-4%,-14%
CCOC(=O)c1[nH]c(C)c(CCC(=O)N2CCN(c3ccc(Cl)cc3)CC2)c1C,-7%,?,-1%,-13%[10.9 µM]
COc1ccc(N2CCN(S(=O)(=O)c3ccc(C4CCCCC4)cc3)CC2)cc1,19%,0.4%,-7%,-10%[10.9 µM]
CC(C)Cc1n[nH]c(=O)[nH]1,2%,-3.4%,2%,-7%
Cc1cccc(-c2nc3nc(C)cc(NC(C)c4ccccc4)n3n2)c1 (stereo unspecified),-17%,?,-14%,-7%[10.9 µM]
O=[N+]([O-])c1cc(-c2nc(-c3ccccc3)no2)ccc1NCC1CCCO1 (stereo unspecified),-11%,20%,-9%,-11%[10.9 µM]
O=c1cc(-c2ccccc2)nc2nc(-c3ccccc3)[nH]n12,?,?,?,-34%[inhibitor]
O=C(CNC(=O)C1CCCCC1)NC1=NCCS1,-2%,-2.6%,-3%,-3%
COc1ccccc1Cn1c(=O)c2ccccc2n2c(SCc3csc(C)n3)nnc12,3%,?,22%,-7%
Cc1ccc(CSCCNC(=O)CN2C(=O)c3ccccc3S2(=O)=O)cc1,-6%,nt,8%,nt
O=C1c2ccccc2NC(c2ccccn2)N1c1ccccc1F (stereo unspecified),11%,nt,-4%,nt
Cc1cccc(OCC(=O)Nc2ccc(N3CCN(S(C)(=O)=O)CC3)cc2)c1C,-7%,-0.1%,4%,2%

# Outcome played no part in choosing rows (roughly 1.7% active in at least one column).
